FN deposition inh = fibronectin deposition inhibition; AH1F fibroblasts, Alexa488-fibronectin deposition fluorescence, overnight; inhibition, % at 12.6 µM; actives 0.086% (n = 350,000); AID 743247;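 active = mean inhibition across replicates of 30% or more, regardless of how many single replicates reach that level; inconclusive = mean under 30% yet at least half of replicates reach 30%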;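 also: positive control wells lacked labelled fibronectin entirely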
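Schedule: 1 h cell adhesion before compound, then overnight fibronectin incubation; test system: AH1F fibroblast monolayer depositing Alexa488-labelled fibronectin into matrix; quantity: 10000 AH1F cells per well; probe or stimulus: fluorescent fibronectin at 24 nM final; signal: fluorescence, ex 485 nm, em 525 nm; evaluation: percent inhibition as loss of matrix-bound fibronectin fluorescence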
esBAF inh = SWI/SNF esBAF complex inhibition; actives 2% (n = 350,000); mouse ES cells, Bmi1-luciferase knock-in reporter, 24 h; 100% = twice the neutral-well signal; reporter increase, % at 12.5 µM; in the data active = activation above about 40%; inconclusive = no clear call, values can overlap the other calls;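 also: 0% = median of the plate's neutral control wells and 100% = double that signal; a rise in the Bmi1 reporter signal indicates esBAF inhibition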
S100A4 MyoIIA = blocks human S100A4 binding to myosin IIA peptide | P26447 | S100A4/TAMRA-MyoIIA peptide fluorescence polarization | inhibition, % at 10.7 µM | actives 0.14% (n = 360,000);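 active = mean inhibition of at least 70% across replicates, with every replicate also reaching that level; inconclusive = mean inhibition reaches 70% but some replicates fall short; inactive = mean inhibition below 70%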
Target sequence (P26447 whole entry, looked up): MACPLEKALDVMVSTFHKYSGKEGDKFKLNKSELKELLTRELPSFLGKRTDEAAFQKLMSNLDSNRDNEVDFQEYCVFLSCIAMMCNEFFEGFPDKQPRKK
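Test system – S100A4 monomer (human) · Compound – single-point compound testing · Schedule – 5 min incubation before reading · Probe or stimulus – TAMRA-labelled myosin IIA heavy-chain peptide probe, 5 nM · Benchmarks – neutral control DMSO, positive control TFP · Medium – Calcium-containing HEPES buffer, pH 7.2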
EWS-Fli block = EWS/Fli transcriptional activity inhibition; A673 NR0B1-luciferase reporter, viability-normalised; inhibition, % at 12.6 µM; actives 0.67% (n = 350,000);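 active = mean inhibition of at least 50% after viability correction, with every replicate also passing that limit; inconclusive = mean reaches 50% but only one of two replicates passes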;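 also: firefly luciferase signal divided by Alamar Blue viability fluorescence both relative to DMSO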
Xi reactivation = X-chromosome reactivation activator; actives 0.055% (n = 360,000); activation, % at 7.58 µM; XiGFP mouse fibroblasts, % GFP-positive cells imaging, 3 d; cells co-treated with 5-aza-dC sensitizer; scaled so ellipticine positive control = 100%;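 active = mean normalized replicate activation at least 10% and every replicate at or above 10%; inconclusive = only one of the two criteria met; inactive = mean below 10% and not all replicates reach 10%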;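 also: 0% = median of on-plate neutral control wells and 100% = ellipticine 6 µM median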
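Material: XiGFP fibroblasts, SV40-immortalized. Buffer or medium: DMEM plus 5-aza-dC sensitizer. Compound: single concentration per compound, delivered by pin transfer. Times: 3 days compound exposure. Controls: ellipticine 6 µM.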
RAD54 inh = blocks human RAD54 Holliday junction branch migration; actives 0.14% (n = 360,000); inhibition, % at 10.4 µM; FAM/BHQ fluorescence; AID 602329; Q92698;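 active = mean normalized replicate activity at least 40 and at least half of replicates scoring 40 or more; inconclusive = only one of the two criteria met; inactive = mean below 40 and under half of replicates reaching 40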;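 also: 0% = median of neutral control wells and 100% = median of positive control wells; inhibitors cause a drop in the FAM fluorescence signal; in these data hits start at about 50%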
Target sequence (Q92698 whole entry, looked up): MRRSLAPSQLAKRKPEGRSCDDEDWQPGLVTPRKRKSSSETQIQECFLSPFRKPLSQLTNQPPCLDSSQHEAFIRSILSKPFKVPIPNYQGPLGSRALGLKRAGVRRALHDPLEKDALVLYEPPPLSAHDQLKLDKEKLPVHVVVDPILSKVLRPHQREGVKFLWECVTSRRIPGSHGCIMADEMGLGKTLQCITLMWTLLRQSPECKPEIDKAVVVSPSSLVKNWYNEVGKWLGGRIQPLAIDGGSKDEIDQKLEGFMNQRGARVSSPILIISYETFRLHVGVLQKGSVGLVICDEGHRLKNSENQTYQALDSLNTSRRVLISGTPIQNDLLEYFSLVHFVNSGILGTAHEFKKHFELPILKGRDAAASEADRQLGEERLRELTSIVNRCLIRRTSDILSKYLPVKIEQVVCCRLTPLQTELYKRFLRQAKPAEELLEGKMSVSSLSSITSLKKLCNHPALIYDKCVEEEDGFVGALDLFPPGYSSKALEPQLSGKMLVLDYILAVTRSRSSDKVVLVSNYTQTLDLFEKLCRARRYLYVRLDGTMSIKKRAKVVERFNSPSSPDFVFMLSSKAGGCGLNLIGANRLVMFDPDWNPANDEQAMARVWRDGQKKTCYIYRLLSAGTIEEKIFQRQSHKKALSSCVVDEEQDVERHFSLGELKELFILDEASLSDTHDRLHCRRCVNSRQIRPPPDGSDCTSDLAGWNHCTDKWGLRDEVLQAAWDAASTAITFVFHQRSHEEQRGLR
E-sel inducer = E-selectin induction on HUVECs. P16581. activation, % at 7.58 µM. HUVEC E-selectin immunofluorescence imaging; normalized: neutral wells 0, TNF-alpha wells 100. actives 0.37% (n = 260,000);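 active = mean E-selectin-positive cell signal at least 10% of the positive control, reached in at least 60% of replicates, without over 20% cell loss; inconclusive = no rule given, readout overlaps actives, possibly toxicity-flagged; inactive = the rest, including those meeting only one limit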;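 also: in these data hits start at about 27%; measured in HUVEC primary endothelial cells; signal is the percent of cells scored E-selectin positive by PE staining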
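Read-out basis: % PE-positive cells; Test system: HUVEC primary endothelial cells; Technique: immunofluorescence imaging; Dosing: single-point compound dose.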
RAD52 anneal inh = blocks human RAD52 DNA annealing; inhibition, % at 18.7 µM; recombinant RAD52 DNA annealing, FRET fluorescence; actives 0.46% (n = 360,000); AID 651710; P43351;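 active = every replicate showing at least 50% inhibition; inconclusive = mean inhibition at least 50% but not in every replicate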
Active calls of the source: *; ? = inconclusive; . = no result given; & = joins results of further samples.

Sample of the layout:
SMILES | FN deposition inh | esBAF inh | S100A4 MyoIIA | EWS-Fli block | Xi reactivation | RAD54 inh | E-sel inducer | RAD52 anneal inh
CCC(C)[C@H](N)C(=O)N[C@H]1CCC2C3CC=C4C[C@@H](O)CC[C@]4(C)C3CC[C@@]21C (stereo not given in full) | 4 | -16 | -2 | 42 | 0.2 | 7 | 0.6 | 3
CO[C@@H](CN(C)S(=O)(=O)c1cccc(Cl)c1)[C@H](C)CN(C(=O)Nc1ccccc1F)[C@H](C)CO | -14 | 9 | 0 | -13 | 0.3 | 6 | -0.1 | -14
O=C(O)c1ccc(Nc2nc3ccc(Cl)cc3[nH]2)cc1 | -4 | 3 | -2 | -5 | 0.1 | -6 | -0.1 | 2

The listing, from the first entry:
SMILES | FN deposition inh | esBAF inh | S100A4 MyoIIA | EWS-Fli block | Xi reactivation | RAD54 inh | E-sel inducer | RAD52 anneal inh
CCC(C)[C@H](N)C(=O)N[C@H]1CCC2C3CC=C4C[C@@H](O)CC[C@]4(C)C3CC[C@@]21C (stereo not given in full) | 4 | -16 | -2 | 42 | 0.2 | 7 | 0.6 | 3
CO[C@@H](CN(C)S(=O)(=O)c1cccc(Cl)c1)[C@H](C)CN(C(=O)Nc1ccccc1F)[C@H](C)CO | -14 | 9 | 0 | -13 | 0.3 | 6 | -0.1 | -14
O=C(O)c1ccc(Nc2nc3ccc(Cl)cc3[nH]2)cc1 | -4 | 3 | -2 | -5 | 0.1 | -6 | -0.1 | 2
O=S(=O)(N[C@H]1CC[C@H](CCn2cc(-c3cccnc3)nn2)O[C@H]1CO)c1ccc(Cl)cc1 | 0 | 6 | 8 | 10 | 0.0 | -8 | -0.3 | -5
Cc1ccc(NC(=S)N2CCN(c3ccccn3)CC2)c(C)c1 | . | . | 1 | -8 | 0.0 | . | . | -3
COc1ccc(OC)c(CC(NC(C)=O)C(=O)NC2CCN(S(=O)(=O)c3ccc(NC(C)=O)cc3)CC2)c1 (stereo not given) | -2 | -3 | -3 | -1 | 0.1 | -7 | 0.1 | -7
Cc1cccc(NC(=O)N2CCCCCC2)c1 | -6 | 43* | -2 | -44 | 0.2 | -6 | . | -6
C[C@H](CO)N1C[C@H](C)[C@@H](CN(C)C(=O)Nc2ccc(F)cc2)OCCCC[C@H](C)Oc2ccc(NC(=O)CCC(F)(F)F)cc2C1=O | -6 | 0 | -4 | -4 | 0.2 | -7 | . | -19
N=C1/C(=C/c2ccc(-c3cccc(C(=O)O)c3)o2)C(=O)N=C2SC=C(c3ccccc3)N12 | . | . | -9 | -3 | 0.0 | . | . | -84
C[C@@H]1CCCCO[C@@H](CN(C)C(=O)CCC(F)(F)F)[C@@H](C)CN([C@@H](C)CO)C(=O)c2cc(NC(=O)NC3CCCCC3)ccc2O1 | . | -2 | 2 | -2 | 0.1 | 8 | 0.7 | 5
CC(C)NC(=O)Nc1ccc2c(c1)C(=O)N([C@H](C)CO)C[C@@H](C)[C@@H](CN(C)C(=O)c1ccncc1)OCCCC[C@H](C)O2 | 1 | . | -1 | . | 0.4 | 1 | 0.9 | -2
Cc1ccc(C(=O)NC(C)c2ccc(-n3ccnc3)cc2)cc1S(=O)(=O)N1CCOCC1 (stereo not given) | 6 | -3 | -7 | 6 | 0.2 | -32 | -2.3 | 46
C[C@@H]1CCCCO[C@@H](CN(C)S(=O)(=O)c2ccccc2)[C@H](C)CN([C@@H](C)CO)C(=O)c2cc(NC(=O)Nc3ccc4c(c3)OCO4)ccc2O1 | 7 | 2 | 9 | 0 | 0.0 | 4 | -0.3 | -8
C[C@H]1CCCCO[C@H](CN(C)C(=O)c2ccncc2)[C@@H](C)CN([C@@H](C)CO)C(=O)c2cc(N(C)C)ccc2O1 | . | 1 | 14 | 1 | 0.0 | -8 | 0.6 | 2
CO[C@@H]1CN(C)C(=O)c2cc(NC(=O)c3cccc(F)c3)ccc2OC[C@H](C)NC[C@@H]1C | -8 | -5 | -1 | 2 | 0.0 | 14 | 0.1 | 10
NC(=O)C1CCCN(C(=O)c2ccc3nc(Cc4cccc(Cl)c4)oc3c2)C1 (stereo not given) | 1 | -4 | 3 | . | 0.0 | 2 | . | -5
COc1ccc(NC(=O)C(=O)NCCC2=CCCCC2)c(OC)c1 | 2 | 0 | . | . | 0.2 | 1 | . | .
Cc1ccc(-n2ncc(Cl)c2C(=O)NCc2ccccc2)cc1 | 4 | ? | 5 | -93 | 0.1 | 3 | . | -8
CC(C)(C)c1cc(C(=O)NCc2cc(F)cc3c2OCOC3)n(Cc2ccccc2)n1 | -6 | 50* | -3 | -76 | 0.1 | . | -0.1 | -13
COC(=O)C(OC(=O)c1ccccc1)C(C)Br (stereo not given) | 7 | -4 | -2 | 7 | 0.1 | 11 | 0.1 | 5
CCOc1ccc(N2C(=O)Cc3ccccc3C2=O)cc1 | 5 | 0 | -3 | -6 | 0.0 | 3 | . | -13
Cc1cc(NC(=O)c2coc(=O)c(Br)c2)ccc1C(C)C | -2 | ? | -1 | -10 | 0.3 | -3 | 2.5 | -29
CC(O)CNC12CC3CC(CC(C3)C1)C2 (stereo not given) | -9 | . | 10 | -8 | -0.1 | . | 1.8 | -9
COc1ccc(-c2ccc(C(=O)NCc3ccco3)c3occc23)c(C)c1 | 0 | ? | 0 | -46 | 0.1 | -4 | 0.6 | -7
O=C(N[C@@H]1C=C[C@H](CC(=O)N2CCN(c3ccccc3)CC2)O[C@@H]1CO)c1ccncc1 | . | -1 | -5 | 4 | -0.7 | -6 | 0.4 | -26
CC(=O)c1ccc(NC(=O)C(C)OC(=O)c2cccc(-n3cnnn3)c2)cc1 (stereo not given) | 5 | . | 48 | 0 | 0.1 | . | 0.1 | -7
Cc1cccc(-n2c(O)c(C=Nc3cccc(O)c3)c3ccccc3c2=O)n1 | 2 | 4 | 0 | 7 | 0.0 | -9 | 3.2 | 15
O=C(NCc1cccs1)c1ccc(Br)o1 | 1 | . | 2 | -4 | 0.3 | -1 | . | 5
Cc1cc(C)cc(OCC(=O)Nc2nc(-c3cccnc3)cs2)c1 | -2 | -2 | -5 | . | 0.4 | 7 | 0.3 | -1
O=C(NCCCN1CCOCC1)c1ccc2c(=O)n(Cc3ccc(Cl)cc3)c(=S)[nH]c2c1 | -6 | -4 | -4 | 10 | 0.0 | -15 | . | -8

Records listed above shown as hits in esBAF inh.
compound,esBAF inh,S100A4 MyoIIA,RAD52 anneal inh
Cc1cccc(NC(=O)N2CCCCCC2)c1,43*,-2,-6
CC(C)(C)c1cc(C(=O)NCc2cc(F)cc3c2OCOC3)n(Cc2ccccc2)n1,50*,-3,-13

More results.
SMILES | FN deposition inh | esBAF inh | S100A4 MyoIIA | EWS-Fli block | Xi reactivation | RAD54 inh | E-sel inducer | RAD52 anneal inh
CN(C)C(=O)c1cccc(-c2cc(NC=O)c3ncc(-c4ccc(F)cc4)n3c2)c1 | 2 | -6 | -6 | 4 | -0.1 | -11 | -0.2 | -17
COc1ccccc1C1c2[nH]c3ccccc3c2C[C@H]2C(=O)N(C3CCN(Cc4ccccc4)CC3)CC(=O)N12 (stereo not given in full) | 2 | -3 | -3 | 21 | 0.1 | 0 | 0.2 | -11
O=C(C[C@@H]1C=C[C@@H](NC(=O)C2CCOCC2)[C@H](CO)O1)NCC1CC1 | . | 1 | 1 | -12 | 0.0 | 1 | 0.3 | -4
CCOC(=O)C(C)Oc1cccc2c(=O)n(CC(=O)NCc3ccc(F)cc3)ccc12 (stereo not given) | 13 | 0 | 3 | 15 | -0.2 | -7 | 0.0 | -5
c1ccc(C[C@H]2CN=C(Nc3ccccc3)N2CCC2CCCC2)cc1 | -8 | -7 | -2 | 12 | 0.0 | 13 | 0.1 | 10
C[C@@H]1CCCCO[C@@H](CN(C)Cc2ccccc2)[C@@H](C)CN([C@H](C)CO)C(=O)c2cc(NS(=O)(=O)c3ccccc3)ccc2O1 | . | 5 | 10 | -11 | -0.1 | -4 | 0.1 | -5
COc1ccc(NC(=O)CN(C)C(=O)CC2CCCCC2)cc1 | . | 7 | -7 | -1 | -0.5 | -6 | 1.3 | -11
Cc1noc(C)c1NC(=O)Nc1ccc2c(c1)CC(=O)N([C@@H](C)CO)C[C@H](C)[C@@H](CN(C)Cc1ccc(Cl)c(Cl)c1)O2 | . | 1 | 2 | 6 | 0.2 | -7 | -13 | 20
CCO[C@@H]1OC(C(=O)Nc2ccccc2)=C[C@H](c2ccc(Br)cc2)[C@H]1CCCO | 2 | 3 | 0&3 | 10&14 | 0.0 | 1 | -0.2 | -15&8
COc1cccc(/C=N/NC(=O)CCn2nnc3ccccc32)c1 | -7 | -2 | -11 | -15 | 0.0 | 5 | . | -3
COc1ccc([C@H]2N[C@]3(CCCN(Cc4ccc(F)cc4)C3=O)[C@H]3C(=O)N(Cc4ccccc4)C(=O)[C@@H]23)cc1 | 1 | -6 | -4 | 5 | -0.1 | 4 | . | -3
Cc1ccc(/C=C2\C(=N)N3N=C(CC(=O)N4CCCCC4)SC3=NC2=O)cc1 | -6 | 1 | -2 | . | 0.1 | -9 | . | -21
CN(CCC#N)C(=S)Nc1ccc(Oc2ccccc2)cc1 | 4 | . | -6 | 5 | 0.1 | 3 | -0.2 | -17
Clc1ccc(-c2csc(-c3cccnc3)n2)s1 | 3 | 26 | 2 | -75 | 0.1 | -3 | 0.0 | -13
O=C(NCCOc1ccccc1)c1cncc(Br)c1 | . | 27 | 2 | . | . | -21 | . | 23
Cc1cc(Br)cn2c(Cc3ccccc3)c(-c3ccccc3)nc12 | -13 | -1 | 2 | -2 | -0.3 | -1 | 0.6 | -64
O=S(=O)(Nc1cccc2[nH]ncc12)c1cccs1 | 2 | -5 | -12 | -11 | 0.0 | -3 | 33* | -12
O=C1C2C3C=CC(CC3)C2C(=O)N1/N=C/c1ccco1 (stereo not given) | 4 | . | -3 | -21 | 0.0 | . | . | -1

Given with tabs: entries from further up.
Structure	FN deposition inh	esBAF inh	S100A4 MyoIIA	EWS-Fli block	Xi reactivation	RAD54 inh	E-sel inducer	RAD52 anneal inh
COc1cccc(/C=N/NC(=O)CCn2nnc3ccccc32)c1	-7	-2	-11	-15	0.0	5	.	-3
COc1ccc([C@H]2N[C@]3(CCCN(Cc4ccc(F)cc4)C3=O)[C@H]3C(=O)N(Cc4ccccc4)C(=O)[C@@H]23)cc1	1	-6	-4	5	-0.1	4	.	-3
Cc1ccc(/C=C2\C(=N)N3N=C(CC(=O)N4CCCCC4)SC3=NC2=O)cc1	-6	1	-2	.	0.1	-9	.	-21

Screening results deposited in PubChem by Broad Institute.
